Assay outcomes as filed in PubChem.
CBFb-RUNX1 inh: qHTS Assay for Compounds Blocking the Interaction Between CBF-beta and RUNX1 for the Treatment of Acute Myeloid Leukemia. AlphaScreen CBFb-His/RUNX1-biotin binding, biochemical. 230,000 tested, under 10 active. Potency, µM (doses to about 59.8 µM), without a hit: at the highest dose activity, negative = inhibition, usual class: inhibitors. Runt-related transcription factor 1 (Homo sapiens) + Core-binding factor subunit beta …; further: % of control where 0% means no effect
Target sequence (Q01196 whole entry, looked up): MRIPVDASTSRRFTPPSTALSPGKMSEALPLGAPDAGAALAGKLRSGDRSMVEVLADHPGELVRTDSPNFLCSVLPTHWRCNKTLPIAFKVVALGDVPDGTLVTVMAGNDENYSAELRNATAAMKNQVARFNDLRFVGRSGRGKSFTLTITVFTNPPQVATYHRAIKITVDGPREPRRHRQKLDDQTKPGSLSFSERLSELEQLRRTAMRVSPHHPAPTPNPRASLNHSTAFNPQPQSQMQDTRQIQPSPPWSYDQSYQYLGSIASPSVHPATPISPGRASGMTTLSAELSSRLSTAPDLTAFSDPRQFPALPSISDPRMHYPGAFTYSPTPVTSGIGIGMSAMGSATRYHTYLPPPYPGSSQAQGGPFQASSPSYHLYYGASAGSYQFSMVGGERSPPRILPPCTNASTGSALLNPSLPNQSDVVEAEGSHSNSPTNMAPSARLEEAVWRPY
Target sequence (Q13951 whole entry, looked up): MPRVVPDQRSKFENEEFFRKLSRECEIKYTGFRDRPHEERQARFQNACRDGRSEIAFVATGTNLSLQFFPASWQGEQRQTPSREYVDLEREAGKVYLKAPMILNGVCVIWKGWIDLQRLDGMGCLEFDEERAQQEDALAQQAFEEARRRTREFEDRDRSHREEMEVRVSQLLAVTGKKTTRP
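Bead-based AlphaScreen assay; binding partners His-tagged CBF-beta and biotinylated RUNX1 at 30 nM each. Compound exposure 15 min after a 20-min protein preincubation; bead step 90 min; all steps at room temperature.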
HttQ103 aggreg: qHTS Multiplex Assay to Identify Dual Action Probes in a Cell Model of Huntington: Aggregate Formation (GFP) | 220,000 tested, 1.1% active | Potency, µM (top dose mostly 46.1 µM), inactives show at the highest dose activity change, negative = inhibition, most hits filed as inhibitors | PC12 HttQ103-GFP aggregates, Acumen cytometry, 40 h | AID 1688, 2009; further: potency means the concentration at half of the fitted maximal effect; on the % scale 0 is the no-effect control and ±100 the full control effect; nearly all actives have a fitted effect of over 60% in size
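PC12 cells with ecdysone-inducible HTT exon1 Q103-GFP, induced by 100 nM tebufenozide, given compounds in a concentration series. GFP aggregates (1–25 um, 6 SD above background) counted in lysates by laser-scanning cytometry, 488 nm excitation.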
Luc counter: Counterscreen for Luciferase (Kinase-Glo TM) Inhibition | Potency, µM (top dose mostly 38.3 µM), without a hit: at the highest dose activity change, negative = inhibition, most hits filed as inhibitors | Luciferin 4-monooxygenase (Photuris pensylvanica), Q27757 | 200,000 tested, 0.28% active | Kinase-Glo luciferase, ATP luminescence, 8 min; further: potency means the concentration at half of the fitted maximal effect; on the % scale 0 is the no-effect control and ±100 the full control effect; nearly all actives have a fitted effect of over 60% in size
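Compounds were added to a substrate mix at pH 7.2 (50 mM imidazole, 10 uM ATP, within the enzyme's linear range), followed by Kinase-Glo detection reagent; luminescence was measured after 8 minutes at ambient temperature.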
Epigenetic reg: Quantitative High-Throughput Screen for Regulators of Epigenetic Control. murine LDR cells, GFP reporter derepression, 30 h. Potency, µM (highest dose often 53.9 µM), for inactives: top-dose GFP activation, most hits filed as activators. 280,000 tested, 0.2% active; further: potency means the concentration at half of the fitted maximal effect; % of control where 0% means no effect; nearly all actives have a fitted effect of over 60% in size
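Murine LDR cells carrying a silenced, genomically integrated CMV-driven GFP reporter were exposed to compound for 30 hours at 37 C. After PBS washes, GFP-positive cells (20–120 um objects) were counted by laser-scanning microplate cytometry.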
L3MBTL1 inh: qHTS Assay for the Inhibitors of L3MBTL1. Potency, µM (top dose mostly 57.1 µM), for inactives: top-dose activity, negative = inhibition, hits mostly inhibitors. 230,000 tested, 0.66% active. AlphaScreen L3MBTL1–H3K9me1 peptide binding; further: potency means the concentration at half of the fitted maximal effect; on the % scale 0 is the no-effect control and ±100 the full control effect; nearly all actives have a fitted effect of over 60% in size
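L3MBTL1 (50 nM) pre-complexed 30 min with biotinylated H3(1-15)K9me1 peptide (75 nM), then compounds added for 30 min at room temperature; AlphaScreen streptavidin donor/nickel chelate acceptor beads (10 ug/mL final) read after 30 min dark incubation.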
IMPase Li inh: qHTS Assay for Identifying the Cell-Membrane Permeable IMPase Inhibitors: Potentiation with Lithium | Potency, µM (highest dose often 59.4 µM), for inactives: top-dose activity, negative = IMPase inhibition, most hits filed as inhibitors | 210,000 tested, 0.35% active | CHO-M1 cells, IP1 TR-FRET (IP-One), carbachol + lithium;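 further: IP1 builds up when IMPase is blocked and the TR-FRET signal falls; potency means the concentration at half of the fitted maximal effect; plate controls were basal vehicle for no effect and high inhibitor control for full effect; nearly all actives have a fitted effect of over 50% in size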
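IP1 accumulation measured by competitive TR-FRET in lysed CHO-M1 cells after 30 min compound exposure at 37C, with a small lithium addition to potentiate weak responses. Hill-equation AC50 from ratio and donor-channel data.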
NPSR antag: qHTS Assay for Antagonists of the Neuropeptide S Receptor: cAMP Signal Transduction; Q6W5P4; CHO-NPSR cells, cAMP TR-FRET, antagonist mode; Potency, µM (series often up to 38.3 µM), inactives show at the highest dose activity change, negative = inhibition, most hits filed as inhibitors; 220,000 tested, 1% active; AID 1461, 2008; further: potency means the concentration at half of the fitted maximal effect; on the % scale 0 is the no-effect control and ±100 the full control effect; nearly all actives have a fitted effect of over 50% in size; many of its hits are not listed in these tables
Target sequence (Q6W5P4 whole entry, looked up): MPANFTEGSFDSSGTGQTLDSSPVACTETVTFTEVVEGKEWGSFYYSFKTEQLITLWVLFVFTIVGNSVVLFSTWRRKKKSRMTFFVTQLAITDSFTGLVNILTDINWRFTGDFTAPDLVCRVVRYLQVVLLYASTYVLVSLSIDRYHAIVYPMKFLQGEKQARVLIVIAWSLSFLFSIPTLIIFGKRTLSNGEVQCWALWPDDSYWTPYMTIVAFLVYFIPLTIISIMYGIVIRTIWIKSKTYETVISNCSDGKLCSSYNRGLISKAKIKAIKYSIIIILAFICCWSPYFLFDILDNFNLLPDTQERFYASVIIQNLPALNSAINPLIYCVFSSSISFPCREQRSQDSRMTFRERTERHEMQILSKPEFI
* = called active by the depositor; [ ] = dose if it differs, or a comment. The call rests on the fitted dose curve; in most records, active means well fitted curve in the direction sought with a large enough effect; inconclusive means small, poorly fitted or top-dose-only effect, or another doubt; inactive means no such curve, though single readings can be large; an effect the other way counts as inactive or inconclusive. The list is partial, so the mix of outcomes need not match the whole.

For CCOc1ccc(OCC)c(NC(=O)CSc2nnc(-c3cccnc3)o2)c1 the results were CBFb-RUNX1 inh 5%, HttQ103 aggreg inconclusive, Luc counter 4%, Epigenetic reg 3.9%, IMPase Li inh -6%[38.3 µM] and NPSR antag -7%[46.1 µM].
CC1(C)CC(=O)C2=C(C1)Nc1ccccc1N(C(=O)C1CC1)C2c1ccco1 (configuration not stated) was read as CBFb-RUNX1 inh -1%, HttQ103 aggreg -13%[9.22 µM], Luc counter -3%, Epigenetic reg 0.5%, L3MBTL1 inh 3%, IMPase Li inh 7% and NPSR antag -3%.
C[C@@H]1C(=O)O[C@@H]2C[C@]34[C@H]5C[C@@H](C(C)(C)C)[C@@]36[C@@H](OC(=O)[C@@H]6O)O[C@@]4(C(=O)O5)[C@@]12O was read as CBFb-RUNX1 inh -11%[21.7 µM], Luc counter -1%[17.1 µM], Epigenetic reg 2.4%[16.9 µM] and IMPase Li inh 3%.
For Cc1ccc(C)c(Cn2cnc3c(oc4ccccc43)c2=O)c1 the results were CBFb-RUNX1 inh 11%, HttQ103 aggreg -17%, Luc counter 11%, Epigenetic reg 1.2%, IMPase Li inh 0% and NPSR antag -16%.
`OC(CNCCNc1ncccc1C(F)(F)F)Cn1ccc2ccccc21` (configuration not stated) gave CBFb-RUNX1 inh -1%, HttQ103 aggreg -11%[9.22 µM], Epigenetic reg 4.3%, L3MBTL1 inh -2% and NPSR antag 22%.
N#Cc1ccccc1NC(=S)Nc1ccc(F)cc1 was read as CBFb-RUNX1 inh -1%, HttQ103 aggreg 21%[9.22 µM], Luc counter -3%, Epigenetic reg 3.3%, L3MBTL1 inh 5%, IMPase Li inh 0% and NPSR antag 6%.
CCOc1ccccc1C1CC(=O)NC2=C1C(=O)CC(C)(C)C2 (configuration not stated) was read as CBFb-RUNX1 inh 8%, HttQ103 aggreg 35µM*, Luc counter -1%, Epigenetic reg 1.8%, L3MBTL1 inh 0%, IMPase Li inh -9%[38.3 µM] and NPSR antag -13%[46.1 µM].
For CN(C)c1cc(NC(=O)CN2CCCC2)c2ccccc2n1 the results were CBFb-RUNX1 inh 3%, HttQ103 aggreg -27%[9.22 µM], Epigenetic reg 4.1%, L3MBTL1 inh -6% and NPSR antag -6%[7.67 µM].
Screening Cc1ccc(C2CC(c3cccs3)=NN2C(=O)c2ccc(Br)o2)cc1 (configuration not stated) returned CBFb-RUNX1 inh 10%, HttQ103 aggreg inconclusive, Luc counter -2%, Epigenetic reg -4.6%, IMPase Li inh -1%[38.3 µM] and NPSR antag 10µM*.
`O=C(CN1C(=O)C2C3C=CC(C3)C2C1=O)NCc1ccco1` (configuration not stated) gave CBFb-RUNX1 inh -13%, HttQ103 aggreg 1%, Luc counter -6%, Epigenetic reg -2.0%, L3MBTL1 inh -19%, IMPase Li inh -3% and NPSR antag 3%[46.1 µM].
`CCOc1ccc(C2C=C(c3ccc(F)cc3)Nc3ncnn32)cc1` (configuration not stated) gave CBFb-RUNX1 inh 16%, HttQ103 aggreg -32%, Luc counter 1%, Epigenetic reg 0.0%, L3MBTL1 inh 7%[11.4 µM], IMPase Li inh -12%[38.3 µM] and NPSR antag -7%[46.1 µM].
`CN1C(=S)SC(N(O)C(=O)Nc2cccc3ccccc23)C1(C)C` (configuration not stated) gave CBFb-RUNX1 inh 0%, HttQ103 aggreg -17%, Luc counter -1%, Epigenetic reg -1.2%, L3MBTL1 inh -7%, IMPase Li inh 7%[38.3 µM] and NPSR antag -12%[46.1 µM].
For Cc1ccc(C(=O)N/C(=C\c2ccco2)C(=O)NCCCn2ccnc2)cc1 the results were CBFb-RUNX1 inh inconclusive, HttQ103 aggreg 9%, Luc counter -1%, Epigenetic reg 0.9%, L3MBTL1 inh inconclusive, IMPase Li inh 1% and NPSR antag 18%.
Screening O=C1COc2ccc(C(=O)c3ccccc3)cc2CN1 returned CBFb-RUNX1 inh 1%, HttQ103 aggreg 5%, Luc counter 1%, Epigenetic reg 0.0%, L3MBTL1 inh 4%, IMPase Li inh 7%[38.3 µM] and NPSR antag 3%[46.1 µM].
Screening CN(C)CCSc1nc(O)c(-c2ccccc2)c(=O)n1-c1ccccc1 returned CBFb-RUNX1 inh 2%, HttQ103 aggreg 15%[9.22 µM], Epigenetic reg 10%, L3MBTL1 inh 8% and NPSR antag 12%.

Three entries out of the list, ordered by number of heavy atoms, high to low:
`OC(CNCCNc1ncccc1C(F)(F)F)Cn1ccc2ccccc21` (configuration not stated) gave CBFb-RUNX1 inh -1%, HttQ103 aggreg -11%[9.22 µM], Epigenetic reg 4.3%, L3MBTL1 inh -2% and NPSR antag 22%.
`CCOc1ccc(C2C=C(c3ccc(F)cc3)Nc3ncnn32)cc1` (configuration not stated) gave CBFb-RUNX1 inh 16%, HttQ103 aggreg -32%, Luc counter 1%, Epigenetic reg 0.0%, L3MBTL1 inh 7%[11.4 µM], IMPase Li inh -12%[38.3 µM] and NPSR antag -7%[46.1 µM].
Screening O=C1COc2ccc(C(=O)c3ccccc3)cc2CN1 returned CBFb-RUNX1 inh 1%, HttQ103 aggreg 5%, Luc counter 1%, Epigenetic reg 0.0%, L3MBTL1 inh 4%, IMPase Li inh 7%[38.3 µM] and NPSR antag 3%[46.1 µM].

Other entries.
For O=C(NCCCn1ccnc1)c1cc2cc([N+](=O)[O-])ccc2oc1=O the results were CBFb-RUNX1 inh -12%, HttQ103 aggreg 7%, Luc counter -2%, Epigenetic reg -0.9%, L3MBTL1 inh -2%, IMPase Li inh -4% and NPSR antag 10%.
For Cc1[nH]n(-c2ccccc2)c(=O)c1/C=N/N1CCOCC1 the results were CBFb-RUNX1 inh 2%, HttQ103 aggreg 3%[9.22 µM], Epigenetic reg 1.1%, L3MBTL1 inh -6% and NPSR antag 2%.
For O=C1c2ccccc2C(Nc2cccnc2)N1Cc1ccc2c(c1)OCO2 (configuration not stated) the results were CBFb-RUNX1 inh -3%, HttQ103 aggreg 3%, Luc counter 0%, Epigenetic reg -1.0%, L3MBTL1 inh -15%, IMPase Li inh 5% and NPSR antag 9%.
`NS(=O)(=O)c1ccc(NC(=O)COC(=O)CCc2ccc(S(=O)(=O)N3CCOCC3)cc2)cc1` gave CBFb-RUNX1 inh -1%, HttQ103 aggreg 8%[9.22 µM], Epigenetic reg 0.0%, L3MBTL1 inh -7% and NPSR antag -1%.
COc1cccc(-c2cc(C(F)(F)F)c(C#N)c(=O)[nH]2)c1 was read as CBFb-RUNX1 inh 6%, HttQ103 aggreg -5%, Luc counter -2%, Epigenetic reg 0.0%, L3MBTL1 inh 9%, IMPase Li inh -6% and NPSR antag -31%.
For O=C(Cn1cnc2cc([N+](=O)[O-])ccc2c1=O)Nc1cccc(S(=O)(=O)N2CCOCC2)c1 the results were CBFb-RUNX1 inh inconclusive, HttQ103 aggreg -14%, Luc counter -2%, Epigenetic reg -6.1%, L3MBTL1 inh 2%, IMPase Li inh 7% and NPSR antag 18%.
`O=C(CSc1nc2ccccc2c(=O)n1-c1ccccc1)c1c[nH]c2ccccc12` gave CBFb-RUNX1 inh 15%, HttQ103 aggreg 29%, Luc counter 5%, Epigenetic reg 4.4%, L3MBTL1 inh inconclusive, IMPase Li inh 9% and NPSR antag -41%.
Screening CC1CCc2c(sc3nc(CSc4nnnn4C)[nH]c(=O)c23)C1 (configuration not stated) returned CBFb-RUNX1 inh 1%, HttQ103 aggreg -15%[9.22 µM], Epigenetic reg 2.1%, L3MBTL1 inh 9% and NPSR antag -6%.
CCCOC(=O)C1=C(C)NC2=C(C(=O)CCC2)C1c1ccc(N(C)C)cc1 (configuration not stated) was read as CBFb-RUNX1 inh -7%, HttQ103 aggreg 2%, Luc counter 0%, Epigenetic reg -0.2%, L3MBTL1 inh -5%, IMPase Li inh 12%[38.3 µM] and NPSR antag -12%[46.1 µM].
`Cc1ccccc1N1CCN(c2ncnc3scc(-c4cccs4)c23)CC1` gave CBFb-RUNX1 inh 0%, HttQ103 aggreg inconclusive, Luc counter -6%, Epigenetic reg 3.8%, L3MBTL1 inh -5%, IMPase Li inh 1%[38.3 µM] and NPSR antag inconclusive.
For CC1CCc2c(nc3ncnn3c2NCCN(C)C)C1 (configuration not stated) the results were CBFb-RUNX1 inh -1%, HttQ103 aggreg 6%, Luc counter -1%, Epigenetic reg -2.2%, IMPase Li inh 4% and NPSR antag 17%.
Screening CC(=O)c1ccc(N2CCN(C(=O)/C=C/c3ccc(S(=O)(=O)N4CCOCC4)cc3)CC2)cc1 returned CBFb-RUNX1 inh -4%, HttQ103 aggreg -12%, Luc counter -3%, Epigenetic reg 0.0%, L3MBTL1 inh -1%, IMPase Li inh 4% and NPSR antag -11%.
`CC1CC(=O)C2=C(C1)OC(N)=C(C#N)C2c1coc2ccccc2c1=O` (configuration not stated) gave CBFb-RUNX1 inh 4%, HttQ103 aggreg 7%, Luc counter -3%, Epigenetic reg 0.0%, L3MBTL1 inh 3%, IMPase Li inh 16%[38.3 µM] and NPSR antag -5%[46.1 µM].
For O=C1C2C3C=CC(CO)(O3)C2C(=O)N1c1ccc(-c2ccccc2)cc1 (configuration not stated) the results were CBFb-RUNX1 inh 4%, HttQ103 aggreg 5%, Luc counter -1%, Epigenetic reg 0.7%, L3MBTL1 inh -6%, IMPase Li inh 12%[38.3 µM] and NPSR antag -14%[46.1 µM].

Nothing new here: an excerpt of the list.
For CCOc1ccc(OCC)c(NC(=O)CSc2nnc(-c3cccnc3)o2)c1 the results were CBFb-RUNX1 inh 5%, HttQ103 aggreg inconclusive, Luc counter 4%, Epigenetic reg 3.9%, IMPase Li inh -6%[38.3 µM] and NPSR antag -7%[46.1 µM].
CC1(C)CC(=O)C2=C(C1)Nc1ccccc1N(C(=O)C1CC1)C2c1ccco1 (configuration not stated) was read as CBFb-RUNX1 inh -1%, HttQ103 aggreg -13%[9.22 µM], Luc counter -3%, Epigenetic reg 0.5%, L3MBTL1 inh 3%, IMPase Li inh 7% and NPSR antag -3%.
C[C@@H]1C(=O)O[C@@H]2C[C@]34[C@H]5C[C@@H](C(C)(C)C)[C@@]36[C@@H](OC(=O)[C@@H]6O)O[C@@]4(C(=O)O5)[C@@]12O was read as CBFb-RUNX1 inh -11%[21.7 µM], Luc counter -1%[17.1 µM], Epigenetic reg 2.4%[16.9 µM] and IMPase Li inh 3%.
